ANO1 block = blocks the mouse calcium-activated chloride channel TMEM16A; Q8BHY3; HEK293 TMEM16A/YFP iodide influx fluorescence, ionomycin; normalized B-score (activity score, 25-100; higher = stronger inhibition) at 10 µM; 310,000 compounds, 1.2% hits; AID 588511;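 active means ratio plate-corrected score three or more library SD toward inhibition, starting fluorescence score within five deviations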;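 further: score derived from kinetic fluorescence span divided by baseline fluorescence per well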
KCNK3 inh = human KCNK3 channel inhibition, primary screen; O14649; CHO-KCNK3 thallium flux, FluxOR fluorescence; hits give low values; B-score at 10 µM; 340,000 compounds, 0.84% hits; AID 602410;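 active means B-score under library mean minus 4 SD, starting fluorescence ratio at most library mean plus 5 SD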;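 further: more negative B-score means stronger inhibition of thallium flux through KCNK3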
hERG protect = shields human hERG channel from block by proarrhythmic agents; activation (rescue from dofetilide block), less the hit threshold, % at 10 µM; 310,000 compounds, 0.51% hits; Q12809; AID 1511; CHO-hERG, FluxOR thallium flux, dofetilide IC70 present;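 active means activation above the mean of controls blocked by dofetilide plus 5 SD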;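 further: thallium influx through hERG after potassium depolarization seen as dye fluorescence rise; in these data hits start at about 4.7%; inactives centre near -7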
TMEM16A act = activates or potentiates the mouse TMEM16A chloride channel; B-score at 10 µM; 340,000 compounds, 0.3% hits; Q8BHY3; HEK293 TMEM16A/YFP-H148Q/I152L, iodide quench fluorescence; hits give low values; AID 623877;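 active means fluorescence-ratio B-score plate-corrected deviation score at least 3 library SD below zero, with starting fluorescence score within 5 deviations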;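 further: channel opened by trigger with iodide after compound preincubation; score built on the fluorescence ratio of max minus min over baseline; more negative score means more quench and so TMEM16A activation or potentiation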
HDAC3 inh = human HDAC3 inhibition | 320,000 compounds, 0.15% hits | inhibition, % at 8.3 µM | AID 2718 | O15379 | recombinant HDAC3, fluorogenic peptide/trypsin coupled, fluorescence; in the data active means inhibition above about 26%, passing the limit was not always enough; inconclusive means no clear call, values can overlap the other calls
Target sequence (O15379 whole entry, looked up): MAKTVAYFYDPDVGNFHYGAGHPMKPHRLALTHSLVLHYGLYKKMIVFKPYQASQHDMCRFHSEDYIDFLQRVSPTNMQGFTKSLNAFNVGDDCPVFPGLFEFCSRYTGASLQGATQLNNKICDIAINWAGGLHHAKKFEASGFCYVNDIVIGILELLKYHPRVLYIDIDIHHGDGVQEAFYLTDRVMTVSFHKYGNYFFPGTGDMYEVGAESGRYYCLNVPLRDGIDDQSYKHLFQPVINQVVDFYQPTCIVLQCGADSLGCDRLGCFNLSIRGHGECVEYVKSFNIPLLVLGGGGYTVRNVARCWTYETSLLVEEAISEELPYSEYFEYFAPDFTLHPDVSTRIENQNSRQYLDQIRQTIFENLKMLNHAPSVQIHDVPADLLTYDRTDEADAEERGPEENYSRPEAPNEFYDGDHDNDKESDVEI
KCNQ1 act = human KCNQ1 channel potentiation or activation | P51787 | CHO-K1 KCNQ1, thallium flux FluxOR fluorescence; hits give high values | B-score at 10 µM | 310,000 compounds, 0.35% hits | AID 2648;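 active means fluorescence ratio B-score, a plate-corrected score, at least three library SD, with initial intensity B-score within 5 SD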
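Doses: Single concentration per compound, DMSO matched to controls | Test system: KCNQ1-transfected CHO-K1 cells | Timing: 90 min dye loading and 20 min compound exposure, both at room temperature | Measured by: Kinetic FluxOR thallium fluorescence, 10-s 1-Hz baseline, 110-s post-stimulus read | Medium: Assay buffer with matched DMSO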
KCNK9 block = inhibitors of human KCNK9 two-pore domain potassium channel; HEK293 KCNK9, FluxOR thallium flux fluorescence; hits give low values; B-score at 10 µM; 310,000 compounds, 1.2% hits; Q9NPC2;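 active means ratio B-score over 3 SD below the library mean, with starting fluorescence within 5 SD of its mean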;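 further: negative B-score means less thallium flux so channel inhibition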
Target sequence (Q9NPC2 whole entry, looked up, the tested form may be a part): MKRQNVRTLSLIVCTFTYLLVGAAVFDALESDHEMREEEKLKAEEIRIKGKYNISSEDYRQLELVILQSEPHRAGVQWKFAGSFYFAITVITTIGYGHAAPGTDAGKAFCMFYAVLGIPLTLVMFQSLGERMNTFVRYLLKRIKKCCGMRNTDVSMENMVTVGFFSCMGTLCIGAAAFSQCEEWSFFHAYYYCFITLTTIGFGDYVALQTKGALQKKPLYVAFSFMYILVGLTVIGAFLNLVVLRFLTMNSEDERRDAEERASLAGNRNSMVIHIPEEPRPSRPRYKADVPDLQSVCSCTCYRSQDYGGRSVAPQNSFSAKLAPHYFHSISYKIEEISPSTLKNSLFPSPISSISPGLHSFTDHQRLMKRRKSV
RGS4 act = potentiators or activators of RGS4; 310,000 compounds, 0.92% hits; AID 463111; B-score at 10 µM; HEK293 M3R/inducible RGS4, carbachol calcium flux Fluo4; hits give low values;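 active means B-score of the integrated calcium signal more than 4 SD below the library mean, with starting fluorescence not abnormally high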;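 further: negative B-score means reduced calcium response which marks RGS4 activation or potentiation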
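Also added: carbachol at ECmax as muscarinic agonist stimulus; Assay system: HEK293 cells with stable M3R and inducible RGS4; Timing: overnight RGS4 induction, 30 min dye load 37 °C, 20 min compound RT; Measured by: Fluo4-AM (2 µM) calcium-flux fluorescence, kinetic read.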
KCNQ1 block = inhibitors of human KCNQ1 potassium channel | P51787 | CHO-K1 KCNQ1, FluxOR thallium flux fluorescence; hits give high values | B-score at 10 µM | 310,000 compounds, 1.3% hits;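 active means compounds whose thallium flux B-score, printed positive for inhibition, exceeds three library SD while starting fluorescence stays within three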;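 further: channel opened by potassium depolarization with thallium stimulus after 20 min compound exposure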
RGS4 inh = human RGS4 inhibition. HEK293 M3R/RGS4 inducible, Fluo-4 calcium flux; hits give high values; triggered by carbachol at its EC20. B-score at 10 µM. 310,000 compounds, 0.45% hits;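 active means B-score, a plate-corrected calcium signal, over three deviations above library mean, with baseline fluorescence within five deviations of library mean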;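 further: RGS4 expression induced by doxycycline in cells with stable M3 receptor; B-score is computed from the integrated fluorescence ratio over baseline after carbachol; higher B-score means a larger calcium signal and so more RGS4 inhibition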
Target sequence (P49798 whole entry, looked up): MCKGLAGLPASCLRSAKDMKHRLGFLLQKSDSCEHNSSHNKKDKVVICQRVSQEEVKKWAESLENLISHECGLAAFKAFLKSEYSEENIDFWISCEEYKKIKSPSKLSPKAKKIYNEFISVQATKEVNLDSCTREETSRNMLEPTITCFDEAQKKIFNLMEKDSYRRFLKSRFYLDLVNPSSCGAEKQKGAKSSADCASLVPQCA
SKKanGAS inh = SKKanGAS growth inhibition; S. pyogenes SKKanGAS, kanamycin growth, BacTiter-Glo, 6 h; AID 1662; 300,000 compounds, 1.3% hits; inhibition, % at 7.5 µM;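 active means mean replicate score, as percent of positive control median, at least 50; inconclusive means mean below 50 but one replicate at or above 50; inactive means mean and every replicate below 50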;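 further: strain carries kanamycin resistance gene driven by streptokinase promoter and grows in 40 µg/ml kanamycin; loss of luminescence reflects streptokinase promoter inhibition or plain growth inhibition; 0% = median of DMSO wells and 100% = positive control at its reference dose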
The depositor's hits bear a star; i = inactive; ? = inconclusive; . = not tested or not shown.

SMILES	ANO1 block	KCNK3 inh	hERG protect	TMEM16A act	HDAC3 inh	KCNQ1 act	KCNK9 block	RGS4 act	KCNQ1 block	RGS4 inh	SKKanGAS inh
O=C(O)c1cc(NC(=O)c2cccc(N3C(=O)c4ccccc4C3=O)c2)cc(C(=O)O)c1	i	i	-2	i	9	i	i	i	i	i	-2
CCCCNC(=S)NNC(=O)c1ccc2c(c1)OCO2	i	i	0	i	3	i	i	i	i	i	0
CN(C)c1ccc(/C=N/NC(=O)CNC(=O)/C=C/c2ccco2)cc1	i	i	-10	i	6	i	i	i	i	i	-3
O=C(CSc1ccccn1)NC1CCCC1	i	.	-3	.	1	i	i	i	i	i	1
Cc1cc(=O)[nH]c(N2CCc3ccccc3C2)n1	i	i	-1	i	4	i	i	i	i	i	11
CC(C)Cn1cnc2c1c(=O)n(CC(=O)NC(=O)NC(C)(C)C)c(=O)n2Cc1ccccc1	i	i	-10	i	0	i	i	i	i	i	5
Cc1ccnc(NS(=O)(=O)c2ccc(NC(=O)CN3C(=O)CCC3=O)cc2)n1	i	i	-2	i	-4	i	i	i	i	i	0
COc1ccc(C2(C(=O)O)CCCC2)cc1	i	i	-5	i	5	i	i	i	i	i	-1
CC1CN(C(=O)c2ccccc2)OC(c2ccc3c(c2)OCO3)O1 (configuration not stated)	i	i	-8	i	10	i	i	i	i	i	7
CC1CC(C)CN(CCCNC(=O)C2CCCN(S(=O)(=O)N3CC(C)CC(C)C3)C2)C1 (configuration not stated)	i	i	-3	i	5	i	i	i	i	i	1
O=C(CN1CCN(c2ccc(F)cc2)CC1)NCc1ccc(Cl)cc1	i	i	-13	i	2	i	i	i	i	i	-3
COC(=O)c1c(C)oc2c1cc(NS(=O)(=O)c1cccs1)c1ccccc12	i	i	-11	i	6	i	i	i	i	i	36
O=C(c1cc(-c2ccccc2)nc2ccccc12)N1CCCc2ccccc21	i	i	-12	i	3	i	i	i	i	i	28
CCn1c(CC(=O)Nc2ccccc2F)nnc1SCC(=O)N1CCOCC1	i	i	-12	i	-1	i	i	i	i	i	-2
CN(CC(=O)Nc1ccccc1Cl)C(=O)COC(=O)CSc1ccc(F)cc1	i	i	-14	i	2	i	i	i	i	i	-1
O=C(Nc1ccc(CN2CCS(=O)(=O)CC2)cc1)c1ccc(F)cc1	i	i	-7	i	-1	i	i	i	i	i	-7
CCc1nnc(NC(=O)CSCc2cc(=O)n3cc(C)sc3n2)s1	i	i	-5	i	0	i	i	i	i	i	3
COc1cc2c(C#N)c(N3CCOCC3)nc(N)c2c(N)n1	i	i	-6	i	-49	i	i	i	i	i	-12
O=C(NCCc1ccccc1)c1ccc(NC(=O)c2cccnc2)cc1	i	i	-2	i	1	i	i	i	i	i	-3
CC(C)(C)NC(=O)NC(=O)CN1CCC(Cc2ccccc2)CC1	i	i	-2	i	-6	i	i	i	i	i	-11
O=C(O)CCC(=O)NCC(=O)c1ccc(F)cc1	i	i	-9	i	5	i	i	i	i	i	1
COc1cc(/C=N/N2CCN(Cc3ccccc3)CC2)cc(OC)c1OC(C)=O	i	i	-9	i	4	i	i	i	i	i	-6
CN(C)CCn1c(=O)n(Cc2ccccc2)c(=O)c2c3c(sc21)CCCCC3	i	i	-10	i	-4	i	i	i	i	i	5
CC(C)N(C(=O)CC1ON(C)C(=O)N1c1ccc(Cl)cc1)C(C)C (configuration not stated)	i	i	-14	i	3	i	i	i	i	i	-1
Cc1nnc(C)n1/N=C/C=C/c1ccccc1	i	i	-3	i	4	i	i	i	i	i	0
CCCS(=O)(=O)C(=C1NCCO1)S(=O)(=O)CCC	i	i	-2	i	0	i	i	i	i	i	-2
CCNC(=S)N1CCN(CCN=CC2=C(O)CC(c3ccco3)CC2=O)CC1 (configuration not stated)	i	i	-4	i	1	i	i	i	i	i	2
O=C(Nc1ccccc1Cl)c1ccc2c(c1)N(Cc1ccc(F)cc1)C(=O)CS2=O (configuration not stated)	i	i	-5	i	-7	i	i	i	i	i	2
CCNC(=O)NC(=O)COC(=O)c1ccccc1SCC(=O)NC(=O)NCC	i	i	-12	i	-82	i	i	i	i	i	9
N=c1c(C(=O)NC2CCCC2)cc2c(=O)n3ccccc3nc2n1C1CCCC1	i	i	-14	i	-343	i	i	i	i	i	6
O=C(CN1C(=O)NC2(CCCc3ccccc32)C1=O)c1ccc(Br)cc1 (configuration not stated)	i	i	-10	i	?	i	i	i	i	i	24
CCOC(=O)[C@@H]1[C@H]2COc3cc(OC)ccc3[C@@H]2N2C(=O)N(c3ccc(C)cc3)C(=O)[C@]12C	i	i	-8	i	1	i	i	i	i	i	12
O=C1COc2ccc3ccccc3c21	i	i	-10	i	0	i	i	i	i	i	5
Cn1c(NC2CCCCC2)cc(=O)n(C)c1=O	i	i	-15	i	?	i	i	i	i	i	-1
CC1(C)OC(c2ccccc2)=C/C(=C/C=C2C(=O)c3ccccc3C2=O)O1	i	i	-7	i	4	i	i	i	i	i	7
COc1ccc(/C=N/NC(=S)Nc2cccc(C(=O)O)c2)cc1OC	i	i	-4	i	.	i	i	i	i	i	-8
C/C(=N\Nc1nccnc1Cl)c1ccc([N+](=O)[O-])cc1	i	i	-3	i	0	i	i	i	i	i	-3
CC(=O)NCCn1c(SCc2cc(F)ccc2F)nc2ccccc2c1=O	i	i	-8	i	-10	i	i	i	i	i	-17
CCCOC(=O)Nc1ccccc1C(N)=O	i	i	-4	i	-8	i	i	i	i	i	-1
COc1ccccc1C(=O)N1CCN(C(=O)COc2cccc(C)c2)CC1	i	i	-6	i	6	i	i	i	i	i	-1
CN(C)c1c2ccccc2nc2c(F)c(F)c(F)c(F)c12	i	i	-10	i	-7	i	i	i	i	i	2
Cc1cccc(C)c1OC(=O)CN(c1ccc(Cl)cc1)S(C)(=O)=O	i	i	-11	i	10	i	i	i	i	i	-1
C1CN(c2nc3nonc3nc2N2CCOCC2)CCO1	i	.	0	.	-4	i	i	i	i	i	6
COc1ccc(OC(C)C(=O)NCCc2nc3ccccc3[nH]2)cc1 (configuration not stated)	i	i	-11	i	-10	i	i	i	i	i	2
O=c1[nH]c(/C=C/c2cccnc2)c([N+](=O)[O-])c(=O)[nH]1	i	i	-9	i	9	i	i	i	i	i	1
Cc1cc(NC(=O)CSc2nc(-c3ccccc3)cs2)no1	i	i	-4	i	5	i	i	i	i	i	-14
COc1ccc(C(=O)N(C)Cc2ccc(C)o2)cc1OC1CCN(C(C)=O)CC1	i	i	-9	i	3	i	i	i	i	i	-7
CSC[C@H](NC(=O)Cc1c(C)c2cc3c(C)c(C)oc3cc2oc1=O)C(=O)N[C@@H](Cc1ccccc1)C(=O)O	i	i	-7	i	-5	i	i	i	i	i	14
CCSc1nc(=S)n(Cc2ccccc2)c(C)c1C(C)=O	i	i	-5	i	13	i	i	i	i	i	-7
COc1cc(NC(=O)C2CCC(CNS(=O)(=O)c3csc(C(N)=O)c3)CC2)cc(OC)c1 (configuration not stated)	i	i	-8	i	6	i	i	i	i	i	-1
COc1ccccc1NC(NC(=O)c1cccnc1)C(Cl)(Cl)Cl (configuration not stated)	i	i	-2	i	-4	i	i	i	i	i	-6
CCCn1cc(CN2CCCC(C(=O)c3ccc4c(c3)OCO4)C2)c(C)n1 (configuration not stated)	i	i	-4	i	4	i	i	i	i	i	3
CC(=O)Nc1cc2nc(C)n(Cc3ccc([N+](=O)[O-])cc3)c2nc1C	i	i	-1	i	9	i	i	i	i	i	2
O=C(CS(=O)(=O)c1ccccc1)NCc1ccccc1	i	i	-6	i	4	i	i	i	i	i	-3
O=C(COC(=O)/C=C/c1cccc(Cl)c1)Nc1ccccc1-c1ccccc1	i	.	-4	.	8	i	i	i	i	i	1
Cc1cc(C(=O)NNC(=O)c2nn(C)c(=O)c3ccccc23)c(C)o1	i	i	-8	i	1	i	i	i	i	i	-2
COC(=O)c1cc(COC(=O)COc2ccc(C)c(C)c2)oc1C	i	i	-7	i	6	i	i	i	i	i	-18
CCC(CC)C(=O)Nc1c2c(nn1-c1ccc(F)cc1)CS(=O)(=O)C2	i	i	0	i	-4	i	i	i	i	i	-7
COc1cccc(C(=O)Nc2nc3ccccc3[nH]2)c1	i	i	-7	i	-6	i	i	i	i	i	31
CCC(C)c1ccc(NC(=S)N2CCN(c3ccccn3)CC2)cc1 (configuration not stated)	i	i	-8	i	11	i	i	i	i	i	-3

Next section:
SMILES	ANO1 block	KCNK3 inh	hERG protect	TMEM16A act	HDAC3 inh	KCNQ1 act	KCNK9 block	RGS4 act	KCNQ1 block	RGS4 inh	SKKanGAS inh
CCOc1cc2[nH]c(=S)n(CCOC)c(=O)c2cc1OCC	i	i	-12	i	5	i	i	i	i	i	9
CCN1CCCC1CNC(=O)CSCc1nc(-c2ccccc2C)oc1C (configuration not stated)	i	i	-5	i	-8	i	i	i	i	i	-4
O=C(Nc1ccc(Br)cc1)c1cccc(OC(=S)N2CCOCC2)c1	i	i	0	i	-5	i	i	i	i	i	-2
O=C(CNC(=O)c1ccco1)N/N=C/c1cccs1	i	i	-4	i	4	i	i	i	i	i	1
CCc1nn(CC(=O)NCCCN(C)C2CCCCC2)c(=O)c2cc3occc3n12	i	i	-4	i	6	i	i	i	i	i	0
O=C(O)/C=C/C(=O)NCCC1=CCCCC1	i	i	-1	i	8	i	i	i	i	i	-3
COC(CNC(=O)c1ccc2c(c1)nc(C)n2-c1cccc(F)c1)OC	i	i	-7	i	2	i	i	i	i	i	0
Cc1ccc(NC(=O)CCC(=O)NNC(=O)c2ccccc2[N+](=O)[O-])c(C)c1	i	i	-8	i	-2	i	i	i	i	i	-4
CC(=O)c1c(O)ccc2c(-c3ccccc3)cc(=O)oc12	i	i	-5	i	-3	i	i	i	i	i	-7
COC(=O)Cn1c(=NC(=O)c2sc3ccccc3c2Cl)sc2cc(S(N)(=O)=O)ccc21	i	i	-4	i	0	i	i	i	i	i	4
Cc1cc(F)ccc1S(=O)(=O)N1CCC2(CC1)OCCN2S(=O)(=O)c1cccs1	i	i	-10	i	?	i	i	i	i	i	4
